MEKK3 PB1 HTS: modulators (inhibitors or enhancers) of MEK5 binding to human MEKK3 PB1 domain; Q99759; bead-based flow cytometry, Alexa488-MEK5 binding to MEKK3; actives lie on both sides; 0 = blocked by unlabeled MEK5, 100 = vehicle; binding response (% of control), % at 10 µM; 290,000 compounds, 1.4% hits;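 active means binding response more than 3 SD above or below the average of its plate-row segment, actives on both sides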;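 further: Alexa488 bead fluorescence after subtracting the streptavidin-only scavenger bead signal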
V1R ag counter: counter-screen for oxytocin receptor agonists: human V1a receptor agonists | P37288 | CHO-V1R cells, Fluo-8 calcium fluorescence, agonist mode; 0% DMSO, 100% 3 nM vasopressin | activation, % at 3 µM | 320,000 compounds, 0.25% hits;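 active means activation above the mean activation of all tested compounds plus 3 SD, per screening run, cut at about 20% in these data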;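 further: signal is peak over basal fluorescence ratio across a 100 second FLIPR read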
Target sequence (P37288 whole entry, looked up): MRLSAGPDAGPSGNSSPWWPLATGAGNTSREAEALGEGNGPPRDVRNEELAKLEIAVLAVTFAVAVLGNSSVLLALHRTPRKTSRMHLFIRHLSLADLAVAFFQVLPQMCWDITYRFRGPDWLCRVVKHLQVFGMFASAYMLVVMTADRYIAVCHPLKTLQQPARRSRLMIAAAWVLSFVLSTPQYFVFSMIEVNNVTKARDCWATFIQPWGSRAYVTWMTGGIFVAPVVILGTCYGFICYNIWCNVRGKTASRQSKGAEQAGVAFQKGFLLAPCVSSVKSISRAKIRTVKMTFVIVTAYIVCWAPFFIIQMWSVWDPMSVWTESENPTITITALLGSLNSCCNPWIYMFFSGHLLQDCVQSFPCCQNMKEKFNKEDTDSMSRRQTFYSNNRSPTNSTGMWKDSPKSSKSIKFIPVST
OXTR ag: activates the human oxytocin receptor. P30559. AID 2435. activation, % at 3 µM. CHO-OTR cells, Fluo-8 calcium fluorescence; normalized: DMSO 0%, oxytocin 100%. 320,000 compounds, 0.32% hits;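 active means activation above the mean of all tested compounds plus 3 SD, cutoff set per screening run, cut at about 20% in these data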;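 further: peak over basal fluorescence ratio from a 100 s FLIPR kinetic read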
Target sequence (P30559 whole entry, looked up): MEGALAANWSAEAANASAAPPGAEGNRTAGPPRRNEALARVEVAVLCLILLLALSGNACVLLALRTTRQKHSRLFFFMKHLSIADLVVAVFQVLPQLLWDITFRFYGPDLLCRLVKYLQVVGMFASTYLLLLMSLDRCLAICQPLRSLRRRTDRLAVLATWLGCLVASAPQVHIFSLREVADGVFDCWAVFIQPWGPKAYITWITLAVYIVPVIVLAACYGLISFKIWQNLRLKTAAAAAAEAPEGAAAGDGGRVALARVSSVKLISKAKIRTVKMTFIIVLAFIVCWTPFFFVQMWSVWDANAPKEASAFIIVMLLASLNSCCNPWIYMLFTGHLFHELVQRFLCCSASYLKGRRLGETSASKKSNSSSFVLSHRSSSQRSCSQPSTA
GPR7 antagonist: blocks human GPR7 receptor signaling; 290,000 compounds, 1.1% hits; inhibition, % at 4.4 µM; AID 1861; P48145; GPR7-expressing cells, fluorescence antagonist assay; in the data active means inhibition above about 16%, passing the limit was not always enough;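 further: cells stimulated with the agonist NPW; 0% = agonist with vehicle and 100% = vehicle without agonist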
PHOSPHO1 block: PHOSPHO1 (human) inhibition | inhibition, % at 13.3 µM | Q8TCT1 | recombinant PHOSPHO1, absorbance phosphatase assay | 290,000 compounds, 1.1% hits; in the data active means inhibition above about 60%
Target sequence (Q8TCT1 whole entry, looked up): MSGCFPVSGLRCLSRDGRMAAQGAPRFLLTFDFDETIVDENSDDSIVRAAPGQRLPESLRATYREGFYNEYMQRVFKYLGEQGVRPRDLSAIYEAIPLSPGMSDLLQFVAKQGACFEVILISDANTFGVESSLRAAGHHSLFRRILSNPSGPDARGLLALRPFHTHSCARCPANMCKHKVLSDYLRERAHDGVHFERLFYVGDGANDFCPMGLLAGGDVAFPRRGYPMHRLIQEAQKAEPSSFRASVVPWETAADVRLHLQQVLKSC
MEKK2 mut-MEK5: signal of MEK5 binding to mutant human MEKK2 PB1 domain; percent response, % at 10 µM; AID 1530; 290,000 compounds, 0.35% hits; bead flow cytometry, Alexa488-MEK5 binding to MEKK2 mutant; in the data active means percent response above about 24%, passing the limit was not always enough; further: inactives centre near 1; some results filed as inactive read as strong as hits; reference of the scale not given here
NALP1 yeast inh: blocks the NALP1 inflammasome reconstituted in yeast; S. cerevisiae NALP1/ASC/caspase-1 growth, X-gal OD620, 72 h; inhibition, % at 10 µM; 280,000 compounds, 0.61% hits; in the data active means inhibition mostly above about 24%, no sharp cut-off; inactive means mostly below about 32%; further: some compounds called inactive have numbers as strong as hits
MEKK2wt PB1 HTS: raises or lowers MEK5 binding to wildtype human MEKK2 PB1 domain. bead flow cytometry, Alexa488-MEK5 binding to MEKK2 WT; actives lie on both sides. binding response (% of control), % at 10 µM. 290,000 compounds, 1.1% hits; in the data active means binding response below about 67% or above about 130%
GalR3 antag: human GalR3 antagonism. O60755. HEK293 GalR3-CNG cAMP membrane potential fluorescence; galR3 body fused to GalR1 C-terminus. inhibition, % at 3 µM. 360,000 compounds, 0.44% hits;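 active means inhibition above the screen-wide average plus 3 SD, cut at about 13% in these data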;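 further: forskolin and galanin both at EC90 stimulate the cells; cAMP rise reported by CNG channel membrane potential dye signal; 0% = forskolin plus galanin with DMSO and 100% = forskolin alone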
* marks the source's active call; other numbers are inactive results; · = not tested or not shown; [ ] = remark or other dose.

The first two compounds, to show the layout:
SMILES	MEKK3 PB1 HTS	V1R ag counter	OXTR ag	GPR7 antagonist	PHOSPHO1 block	MEKK2 mut-MEK5	NALP1 yeast inh	MEKK2wt PB1 HTS	GalR3 antag
Cc1ccc(C(NC(N)=O)c2ccccc2)cc1 (configuration not stated)	96	-0.6	0.2	9	1	-3	31	97	-1
O=C(CCCc1c[nH]c2ccccc12)N1CCCCCC1	103	0.8	1.0	-10	-2	1	-5	97	-4

The list itself, repeating the preview:
SMILES	MEKK3 PB1 HTS	V1R ag counter	OXTR ag	GPR7 antagonist	PHOSPHO1 block	MEKK2 mut-MEK5	NALP1 yeast inh	MEKK2wt PB1 HTS	GalR3 antag
Cc1ccc(C(NC(N)=O)c2ccccc2)cc1 (configuration not stated)	96	-0.6	0.2	9	1	-3	31	97	-1
O=C(CCCc1c[nH]c2ccccc12)N1CCCCCC1	103	0.8	1.0	-10	-2	1	-5	97	-4
Cc1cc2nc3c(nc2cc1C)CCCC3	103	0.8	0.1	-6	20	8	8	107	-7
CN(c1ccc(OCC(=O)O)cc1)S(=O)(=O)c1ccc2ccccc2c1	107	0.7	-0.2	-18	31	5	0	106	-8
O=Cc1c[nH]c2ncccc12	108	1.4	0.8	-7	34	7	-7	105	4
Cc1ccccc1OCc1nnc(SCc2cc(=O)[nH]c3ccccc23)o1	103	-0.3	-0.4	-1	28	5	-3	103	-4
S=C(NCCc1ccccc1)NCc1ccccc1Cl	97	1.4	-1.2	-2	10	1	37	111	-6
C=CCn1c(Oc2cc(C)ccc2C)nc2c1c(=O)n(C)c(=O)n2C	90	-1.1	-2.3	4	7	-4	0	94	1
O=C1c2ccccc2NC(c2ccc(-c3cccc(Cl)c3)o2)N1O (configuration not stated)	108	0.4	3.4	6	1	6	21	105	-9
Cc1nc2ccccc2c(=O)n1/N=C/c1ccc(O)c(O)c1O	102	0.5	-0.9	-4	32	4	-8	103	-4
COC(=O)C(OC(=O)c1ccc(OC)cc1)C(=O)OC	89	-0.9	0.8	0	-13	0	-3	100	-4
COc1ccc(C)cc1NS(=O)(=O)c1ccc2c(c1)oc(=O)n2C	102	2.8	2.5	-4	29	8	13	104	-8
COc1ccc2c(c1)CCC/C2=N\Nc1nc(C(=O)NN)cs1	90	-1.8	-2.6	-12	-59	-22	·	95	-7
O=C1CC(SCc2nc3ccccc3[nH]2)C(=O)N1c1cccc(F)c1 (configuration not stated)	·	1.1	1.1	-2	20	·	9	·	-9
COCCn1c(SCC(=O)Nc2cc(C)on2)nnc1-c1ccco1	101	-0.4	-0.3	-9	23	3	5	107	1
CC12CCC(C(=O)NCc3ccc4c(c3)OCO4)(CC1=O)C2(C)C (configuration not stated)	101	-0.2	0.0	-1	-2	1	14	101	2
CC(=O)Nc1ccc(S(=O)(=O)Nc2cccc(NC(=O)c3ccco3)c2)cc1	45*[inhibitor]	-0.1	0.5	1	-36	-25	9	62	1
COC(=O)Cc1cc(=O)n2[nH]cnc2n1	103	2.0	1.0	-7	-32	14	8	105	0
Cc1sc2nc(CSc3ccccc3)nc(N3CCC(C(N)=O)CC3)c2c1C	96	-1.5	-2.5	5	28	-3	-7	89	6
C=CCn1c(=O)c2ccccc2n2c(SCC(=O)NCCc3ccccc3)nnc12	98	0.1	-2.8	-11	-13	-1	·	102	-3
CCc1c(C)nc(SCC(=O)c2cccs2)c(C#N)c1C	102	-0.6	-1.3	8	17	-1	11	93	-3
CCOC(=O)Cc1csc(NC(=O)CSc2nnc(C3CC3)n2C)n1	103	0.8	0.3	-12	6	3	-4	105	-5
C#CCOCCOCCOCCNc1nc(N2CCN(C(=O)[C@H](CCCCN)n3cc(CCCC)nn3)CC2)nc(N2CCN(C(=O)[C@H](Cc3ccc(O)cc3)n3cc(CCO)nn3)CC2)n1	99	0.4	-0.1	-3	-6	3	15	135	·
COc1ccccc1C(=O)Nc1ccc(C(=O)c2ccccc2)cc1	104	0.6	-0.6	-4	-23	-7	2	100	-7
COC(=O)c1cc(NC(=O)CN(c2ccc3c(c2)OCO3)S(C)(=O)=O)ccc1Cl	101	8.3	2.5	12	-25	-2	17	98	-5

Part of the list above, limited to GalR3 antag:
| molecule | GalR3 antag |
| --- | --- |
| Cc1cc2nc3c(nc2cc1C)CCCC3 | -7 |
| CC12CCC(C(=O)NCc3ccc4c(c3)OCO4)(CC1=O)C2(C)C (configuration not stated) | 2 |
| CCc1c(C)nc(SCC(=O)c2cccs2)c(C#N)c1C | -3 |
| COC(=O)Cc1cc(=O)n2[nH]cnc2n1 | 0 |

Next records follow:
SMILES	MEKK3 PB1 HTS	V1R ag counter	OXTR ag	GPR7 antagonist	PHOSPHO1 block	MEKK2 mut-MEK5	NALP1 yeast inh	MEKK2wt PB1 HTS	GalR3 antag
C#CCN(Cc1ccco1)C(=O)c1cc(COc2ccc(F)cc2Cl)on1	101	2.4	-0.3	7	3	-9	0	90	-7
COc1ccc(-c2nn(-c3ccccc3)cc2/C=C/C(=O)NCCCn2ccnc2)cc1OC	106	-0.2	-0.6	-12	24	-2	3	113	-4
CCOC(=O)c1cccc(NC(=O)c2cc3sccc3n2C)c1	101	-1.0	-0.7	17	5	-2	11	95	-8
O=C(/C=C/c1cccnc1)c1ccc(NC(=O)c2cccc(Br)c2)cc1	104	1.3	0.0	-2	24	1	20	104	-5
COc1cc(C(=O)NCc2nnc(SCC(=O)Nc3nc4ccc(C)cc4s3)o2)cc(OC)c1OC	96	-0.6	1.4	14	-2	-3	16	102	-2
CC1Cc2ccccc2C(=O)N1 (configuration not stated)	104	-0.6	0.4	-14	18	13	41	109	3
CCC(C)NC(=O)CN(C1CCCCC1)S(=O)(=O)c1ccc(F)cc1 (configuration not stated)	102	-0.8	-0.6	-2	23	4	17	108	-3
CCOc1cc(/C=C2/N=C(C)C(C(=O)OC)=C2O)ccc1O	102	-0.6	-1.2	2	47	0	6	102	-4
CC(=O)Cc1nsc(Nc2ccc3c(c2)OCCO3)n1	110	-1.4	-1.9	-9	-5	4	18	106	-1
Nc1cc(OC(=O)c2c(F)cccc2Cl)nn1S(=O)(=O)c1ccccc1	102	-0.2	-0.6	1	26	-4	22	101	-8
Cc1nnc(Nc2ccc(C(=O)N3CCOCC3)cc2)c2ccccc12	102	0.8	-0.2	-5	1	2	14	103	-4
Clc1ccc(C2[C@H]3CN(Cc4ccc(-c5ccccc5)cc4)[C@H](c4ccccc4)C34CC2(c2ccccc2)C4)cn1 (some centres not stated)	98	0.1	-0.3	·	13	5	·	101	-1
Cc1cccc(-n2c(CNC(=O)COc3ccccc3)nnc2SCC(=O)Nc2nccs2)c1	·	0.9	0.8	-6	7	·	12	·	-5
Cn1ncc(Br)c1C(=O)N1CCCCCC1	106	0.2	-0.2	-17	13	9	-5	113	1
COC(=O)c1cc(Br)c(=O)n(Cc2ccc(OC)c(OC)c2)c1	98	5.6	3.2	-12	-27	2	0	103	0
O=C(CNC(c1ccccc1)c1ccccc1)Nc1ccccc1Br	105	-0.8	-1.9	1	42	1	-30	102	-14
Cc1cc(Nc2cccc(F)c2)nc(-c2ccccc2O)n1	112	0.4	0.3	10	12	10	-3	127	-4
Cn1c(CCNC(=O)c2ccco2)nc2cc(NC(=O)NC3CCCCC3)ccc21	104	2.6	-0.4	-7	-23	2	11	97	-4
Cc1ccc(S(=O)(=O)N(C)c2ccc(C(=O)N3CCOCC3)cc2)cc1	100	2.1	2.2	-7	39	-7	25	98	-8
CCOC(=O)c1c(C)c(C(=O)NCc2ccc3c(c2)OCO3)c(C)n1C	100	-0.5	-1.7	-11	7	3	5	102	-5
CCOc1ccccc1C1C(C#N)=C(N)Oc2n[nH]c(CC)c21 (configuration not stated)	98	-0.7	-1.3	10	20	-6	2	91	-1
COc1ccc(C2C(C(=O)c3ccco3)=C(O)C(=O)N2c2nnc(C)s2)cc1 (configuration not stated)	101	3.8	2.6	1	-13	-1	0	97	5
COc1cc(NS(=O)(=O)c2cc3[nH]c(=O)c(=O)[nH]c3cc2C)cc(OC)c1OC	98	0.8	1.4	43*	2	-1	20	97	-2
O=C(CCC(=O)n1ncc2ccccc21)NCc1ccc(F)cc1	98	1.2	0.9	6	0	4	14	99	·
CCOc1ccc(/C=C2\SC(=S)N(CCCC(=O)NCCCN3CCOCC3)C2=O)cc1	108	5.8	4.5	10	15	5	-1	126	-6

Next part:
SMILES	MEKK3 PB1 HTS	V1R ag counter	OXTR ag	GPR7 antagonist	PHOSPHO1 block	MEKK2 mut-MEK5	NALP1 yeast inh	MEKK2wt PB1 HTS	GalR3 antag
COc1ccc(CCn2c(C)cc(C(=O)CSc3nnnn3C)c2C)cc1	101	0.1	0.0	19	14	6	2	107	-2
N=c1c(S(=O)(=O)c2ccccc2)cc2c(=O)n3ccccc3nc2n1CC1CCCO1 (configuration not stated)	104	-0.1	-0.6	-9	-34	4	12	107	-1
COc1cc(C2c3c(oc4ccccc4c3=O)C(=O)N2c2nccs2)ccc1O (configuration not stated)	105	1.2	1.6	-5	18	1	·	99	-7
O=C(Nc1ccc(F)cc1)c1ccc2nsnc2c1	91	-0.4	-1.5	-9	34	-14	·	96	-2
CC(C)CC1Nc2ccc(C(=O)NCCCN3CCOCC3)cc2NC1=O (configuration not stated)	101	-0.9	0.1	1	35	4	9	106	-8
O=C(O)c1ccc(N/N=C/c2ccc(-c3ccc(Br)cc3)o2)cc1	96	8.4	6.8	-2	28	0	20	91	0
CCS(=O)(=O)N1Cc2ccccc2CC1C(=O)NCC12CC3CC(CC(C3)C1)C2 (configuration not stated)	96	-0.4	-2.5	9	8	-6	-15	94	-3
O=C(CNC1CCN(Cc2ccccc2)CC1)Nc1ccc(S(=O)(=O)N2CCCCC2)cc1	99	0.7	0.2	-2	20	15	21	112	4
COc1ccc(Cc2nc3ccccc3[nH]2)cc1OC	100	4.7	5.8	-2	13	-8	-15	85	-8
S=C(Nc1ccc(Cl)c(Cl)c1)N1CCN(c2ccccn2)CC1	101	2.5	2.2	0	-2	3	4	103	-2
Cc1ccc2oc3c(c(=O)c2c1)C(c1cccc(O)c1)N(c1ccccn1)C3=O (configuration not stated)	93	0.0	-1.1	1	34	-3	24	94	-2
Cc1ccc(SC(C)C(=O)Nc2ccc(S(=O)(=O)N3CCOCC3)cc2)cc1 (configuration not stated)	99	7.5	8.6	-3	30	-1	17	96	-6
Cc1ccccc1/C=C\c1nc2ccccc2c(=O)n1Cc1ccccc1	100	2.0	-1.7	-5	-7	-2	16	104	-6
O=c1c2ccccc2nc(SCc2ccccc2F)n1C1CCCC1	102	-0.1	1.8	-6	-11	11	20	116	-6
CC(C)(C)OC(=O)N1CCN(C(=O)c2[nH]cnc2C(=O)NCC(=O)OCc2ccccc2)CC1	104	0.6	1.6	-7	-7	4	13	113	-3
CSc1ccc(/C=N\Nc2nncn2N)cc1	104	-0.3	0.5	-13	44	6	6	105	-10
COc1cc(/C=C2\C(=N)N3N=C(N4CCOCC4)SC3=NC2=O)ccc1OC(=O)c1ccccc1	100	-0.8	-1.9	3	0	0	-11	94	·
Cc1cc(=O)[nH]c(SCC(=O)c2ccc(F)c(C)c2)n1	104	0.9	-0.5	-4	3	2	13	102	-9
COc1ccc(NC(=O)CC2C(=O)N(c3ccc(Cl)cc3)C(=S)N2CCc2ccncc2)cc1 (configuration not stated)	107	3.5	7.2	26	12	6	-5	108	·
CC1CCCCC1NC(=O)CC1Oc2ccccc2NC1=O (configuration not stated)	117	0.2	-0.1	7	-9	7	5	120	-4
Cc1ccc(-c2nc3[nH]c(=O)cc(NC(=O)c4cccs4)n3n2)cc1	94	0.2	0.1	-14	13	-11	·	98	-2
Cc1cc(C(=O)CN2C(=O)C(=O)N(C3CCCC3)C2=O)c(C)n1-c1ccc(F)cc1	114	-1.8	-1.8	-13	16	6	-15	111	2
